ZTA counter: blocks Epstein-Barr virus ZTA, an EBNA-1 counter-screen | P03206 | ZTA-DNA binding, fluorescence polarization | inhibition, % at 11 µM | 0.15% of 320,000 active; in the data active means inhibition above about 33%
Target sequence (P03206 whole entry, looked up): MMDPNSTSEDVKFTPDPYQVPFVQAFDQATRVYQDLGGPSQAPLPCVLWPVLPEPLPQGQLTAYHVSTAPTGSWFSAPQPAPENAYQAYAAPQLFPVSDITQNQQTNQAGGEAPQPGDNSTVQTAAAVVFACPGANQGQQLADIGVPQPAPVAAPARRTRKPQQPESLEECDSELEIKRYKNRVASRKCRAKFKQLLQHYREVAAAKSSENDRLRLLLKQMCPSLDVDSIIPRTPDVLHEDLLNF
PP1 counter: blocks human PP1-alpha phosphatase, a PP5 counter-screen; AID 2235; P62136; 0.9% of 320,000 active; purified PP1alpha, OMFP fluorescence; inhibition, % at 6.7 µM;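 active means inhibition above the mean inhibition of all tested compounds plus 3 SD, computed separately for each screening campaign, cut at about 15% in these data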
EBNA-1 inhibitor: blocks EBNA-1 binding to DNA. EBNA-1 DNA binding, fluorescence polarization. inhibition, % at 14.8 µM. 0.34% of 300,000 active; in the data active means inhibition above about 28%
Fh CTSL1 inh: counter-screen for PFM18AAP inhibitors: inhibitors of F. hepatica cathepsin L1. inhibition, % at 5.96 µM. 0.49% of 300,000 active. recombinant F. hepatica cathepsin L1, Z-Leu-Arg-MCA fluorescence;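 active means inhibition above the mean of all tested compounds plus 3 SD, set per screening campaign, cut at about 17% in these data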;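 further: 0% = plate median of test compound wells and 100% = 1 µM Z-Phe-Ala-diazomethylketone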
CR mimetic SO: yeast age-related superoxide inhibition as caloric restriction mimetic | AID 2690 | superoxide response (% of plate mean), % at 10 µM | S. cerevisiae aged cells, superoxide DHE fluorescence; hits give low values | 0.18% of 330,000 active;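 active means superoxide response under a set limit, about three screen SD below normal, cut at about 65% in these data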;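 further: yeast aged for seven days with compound at 30 °C before DHE staining; 100% = average MFI of all compound-treated wells on the plate with controls excluded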
PP5 primary: PP5 (human) phosphatase inhibition; 0.18% of 320,000 active; inhibition, % at 6.7 µM; P53041; purified PP5c, OMFP substrate fluorescence;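 active means inhibition above the campaign's mean inhibition across all tested compounds plus 3 SD, cut at about 9.5% in these data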;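 further: 0% = DMSO only and 100% = 100 µM cantharidin control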
Target sequence (P53041 whole entry, looked up): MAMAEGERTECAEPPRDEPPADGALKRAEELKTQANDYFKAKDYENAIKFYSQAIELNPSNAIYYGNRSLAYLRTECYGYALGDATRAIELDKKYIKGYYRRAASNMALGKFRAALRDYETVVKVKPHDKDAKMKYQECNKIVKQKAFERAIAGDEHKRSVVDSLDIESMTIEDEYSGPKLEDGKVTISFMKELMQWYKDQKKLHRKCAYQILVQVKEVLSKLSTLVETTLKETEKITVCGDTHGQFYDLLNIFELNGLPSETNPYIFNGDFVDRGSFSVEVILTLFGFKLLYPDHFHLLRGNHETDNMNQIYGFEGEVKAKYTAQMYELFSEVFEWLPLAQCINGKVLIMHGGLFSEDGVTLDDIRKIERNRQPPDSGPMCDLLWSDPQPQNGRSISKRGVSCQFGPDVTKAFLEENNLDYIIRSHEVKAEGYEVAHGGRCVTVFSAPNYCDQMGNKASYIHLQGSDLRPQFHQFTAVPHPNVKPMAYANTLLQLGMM
HCV core dimer: HCV core protein dimerization inhibition | inhibition, % at 5 µM | TR-FRET GST/Flag-core106 dimerization, 1536-well | 0.33% of 300,000 active;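 active means inhibition above the mean of all tested compounds plus 3 SD, set per screening campaign, cut at about 45% in these data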
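Assay system: tagged HCV core106 pair (GST and Flag); medium: KF-containing HEPES buffer, pH 7.45, DTT, CHAPS, BSA; also added: Eu donor and XL665 acceptor anti-tag antibodies; dosing: 5 µM single dose; timing: compound-protein-antibody incubation 4 h at 22.5 °C; signal: TR-FRET 671 and 617 nm emission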
TPT1 inhibitor: inhibitors of Candida albicans tRNA 2'-phosphotransferase TPT1; recombinant caTPT1, FP RNA substrate dephosphorylation; inhibition, % at 5 µM; 0.81% of 300,000 active;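 active means inhibition above the mean of all tested compounds plus 3 SD, set per screening campaign, cut at about 24% in these data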;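 further: plate controls were DMSO alone for no effect and ferristatin control at 100 nM for full effect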
JMJD2C inh: human JMJD2C demethylase inhibition; Q9H3R0; AID 2099; GST-JMJD2C(1-420) H3K9me3 demethylation, DELFIA europium; inhibition, % at 2.35 µM; 0.069% of 330,000 active;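 active means more than half of a compound's replicate wells show inhibition beyond 50%, single wells judged on their own value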;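 further: signal counts dimethyl H3K9 product captured on neutravidin plate; 0% = median of DMSO wells and 100% = 0.3 times that DMSO median; strong numbers were not always called active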
The depositor's hits bear a star; i = inactive; x = not tested or not shown.

Molecule,CR mimetic SO,EBNA-1 inhibitor,PP5 primary,ZTA counter,Fh CTSL1 inh,TPT1 inhibitor,JMJD2C inh,HCV core dimer,PP1 counter
CCOC(=O)c1oc2cccc(O)c2c1CN1CCOCC1,108.2,-1.2,-5.5,13.6,1.4,5.1,12.5,-4.4,-5.9
c1ccc2c(Nc3nc4c(s3)CCCC4)cccc2c1,116.4,2.7,1.1,14.8,-2.2,-1.3,7.9,11.1,2.7
O=C(O/N=C\c1ccc(N2CCCCC2)c([N+](=O)[O-])c1)c1c(F)cccc1F,104.2,-9.5,2.2,0.8,-1.3,-4.7,1.5,9.1,-1.2
COc1ccccc1C(=O)NC(CCSC)C(=O)OCC(=O)c1ccc[nH]1 (stereo not drawn),92.2,0.9,-0.8,9.4,-1.1,2.3,13.1,24.1,2.3
O=C(NCc1ccccn1)Nc1cc(Cl)cc(Cl)c1,101.6,-0.3,-0.2,-16.5,-0.7,-0.6,28.3,-4.8,-2.8
CC(C)(C)c1nn2cnnc2n(/N=C/c2ccc(O)cc2)c1=O,90.6,-4.5,1.2,8.8,3.6,1.8,-5.9,-0.7,-2.7
Cc1noc(C)c1COC(=O)COc1ccc(-c2ccccc2)cc1,112.1,0.0,3.5,-7.1,1.6,-3.4,-9.2,-2.0,4.1
Cc1ccc(NC(=O)CCNS(=O)(=O)c2ccc(Br)s2)cc1,100.6,-20.6,-0.3,8.9,-0.1,-5.0,-0.3,0.2,11.3
CCC(=O)NNc1ncnc2ccccc12,75.5,-1.3,0.1,5.9,1.3,-1.8,7.0,6.5,-2.0
O=C(CSc1nnc(-c2csc3c2CCCC3)o1)Nc1ccccc1,88.9,-1.1,-1.6,8.9,-2.2,-0.5,-23.5,-6.8,-3.3
CC(CNC(=O)c1cccs1)c1ccc([N+](=O)[O-])cc1 (stereo not drawn),113.9,4.8,-0.8,21.9,5.5,1.6,4.5,3.3,-3.9
O=C(CCC(=O)N(CC(=O)NC1CCCC1)Cc1ccccc1)Nc1nccs1,96.2,12.1,-2.6,5.0,1.1,-1.9,5.7,1.8,-2.2
O=C(CN1CCN(c2ccccn2)CC1)Nc1cccc(Br)c1,101.8,-13.1,-5.4,-4.0,-3.9,-1.8,-3.8,-2.4,-4.3
Cc1ccc(S(=O)(=O)NCCCNc2ccc([N+](=O)[O-])cc2)cc1,102.5,-5.5,3.7,-14.0,0.5,-3.1,2.3,1.3,0.8
CSc1ccc(/C=C/C(=O)c2c(O)cc(C)oc2=O)cc1,83.4,-1.1,0.8,9.8,2.5,72.8*,-23.8,31.9,11.4
Cc1ccc(C)c(NC(=O)CN2C(=O)CC(C)S(=O)(=O)c3ccccc32)c1 (stereo not drawn),98.5,-19.6,1.8,-2.6,-3.0,1.9,11.2,-5.3,6.4
COc1ccc(C(NC(=O)C(C)(C)C)NC(=O)C(C)(C)C)cc1,85.4,3.8,-2.4,8.8,-2.7,-2.8,2.3,2.6,-4.5
Brc1c(CSc2nc3ccccc3o2)nc2ncccn12,110.0,-13.1,-5.3,-12.4,-5.9,4.3,28.8,7.3,1.8
CCOC(=O)c1sc(NS(=O)(=O)c2ccccc2Cl)nc1C,103.4,2.5,2.3,2.5,-0.4,-0.4,6.4,-1.6,1.1
CCOc1ccc(/C=N/OCC(=O)NC(c2ccccc2)c2ccccc2)cc1,94.1,-3.0,2.4,-4.7,4.4,-1.4,-1.7,3.9,8.4
COCC(=O)Nc1cc(C)cn(Cc2ccccc2Cl)c1=O,96.8,-7.9,-0.2,-17.4,-0.1,-1.8,4.1,-1.6,-2.7
CCCNC(=O)C(Cc1ccccc1)NC(=O)c1ccccc1 (stereo not drawn),106.3,x,0.2,-2.1,x,x,-3.9,x,0.9
COC(=O)c1ccccc1NC(=S)N1CCC(N2CCCCC2)CC1,92.2,-8.6,2.2,-6.8,-1.5,1.3,-9.1,1.9,-4.1
CCCCOC(=O)c1ccc(NC(=O)c2ocnc2C)cc1,82.3,1.8,0.4,1.9,0.1,-0.6,i,-1.7,1.6
NC(=O)CSc1nnc2n(-c3ccccc3)c(=O)c3c4c(sc3n12)CCCCC4,106.6,6.3,0.8,-8.1,3.1,-2.5,-5.3,-7.3,6.8
COc1cc(C)nc(Nc2nc(C)c(C(C)=O)s2)n1,93.8,-10.3,0.5,-19.6,-1.4,-3.2,1.4,12.6,0.9
CCOc1ccc2c(c1)c1nnc(SCC(=O)NC3CC3)nc1n2C,94.3,-1.7,-1.3,-3.1,10.7,-2.4,5.5,1.0,-2.0
CC(CC(=O)Nc1ccc(Cl)c([N+](=O)[O-])c1)c1ccccc1 (stereo not drawn),100.0,-2.1,1.3,-31.8,9.1,-5.6,-47.0,-0.5,2.2
COc1ccc(Br)cc1/C=C/C(=O)Nc1ccc(C)cc1,109.9,-6.6,3.6,2.8,2.8,-4.3,1.5,4.9,3.1
CC(C)Oc1cccc(C(=O)C2CCCN(S(=O)(=O)C(C)C)C2)c1 (stereo not drawn),98.9,2.5,0.1,-18.9,6.4,-1.6,-3.6,-4.4,5.9

In the list so far, these have a Cl atom:
Molecule,CR mimetic SO,EBNA-1 inhibitor,PP5 primary,ZTA counter,Fh CTSL1 inh,TPT1 inhibitor,JMJD2C inh,HCV core dimer,PP1 counter
O=C(NCc1ccccn1)Nc1cc(Cl)cc(Cl)c1,101.6,-0.3,-0.2,-16.5,-0.7,-0.6,28.3,-4.8,-2.8
CCOC(=O)c1sc(NS(=O)(=O)c2ccccc2Cl)nc1C,103.4,2.5,2.3,2.5,-0.4,-0.4,6.4,-1.6,1.1
COCC(=O)Nc1cc(C)cn(Cc2ccccc2Cl)c1=O,96.8,-7.9,-0.2,-17.4,-0.1,-1.8,4.1,-1.6,-2.7
CC(CC(=O)Nc1ccc(Cl)c([N+](=O)[O-])c1)c1ccccc1 (stereo not drawn),100.0,-2.1,1.3,-31.8,9.1,-5.6,-47.0,-0.5,2.2

Look-ups from the results shown.
Under ZTA counter, `O=C(CCC(=O)N(CC(=O)NC1CCCC1)Cc1ccccc1)Nc1nccs1` is listed with 5.0
Under Fh CTSL1 inh, `CCOC(=O)c1oc2cccc(O)c2c1CN1CCOCC1` is listed with 1.4
Under CR mimetic SO, `CCOc1ccc(/C=N/OCC(=O)NC(c2ccccc2)c2ccccc2)cc1` is listed with 94.1

Later entries.
Molecule,CR mimetic SO,EBNA-1 inhibitor,PP5 primary,ZTA counter,Fh CTSL1 inh,TPT1 inhibitor,JMJD2C inh,HCV core dimer,PP1 counter
COc1ccccc1CNC(=O)COC(=O)COc1ccccc1F,109.4,x,0.0,2.9,x,x,5.6,x,-1.3
O=C(CSc1nc2c(c(C(F)(F)F)n1)CCc1ccccc1-2)NCc1ccc(F)cc1,105.2,1.6,4.6,-25.3,0.8,-3.7,-1.9,-2.1,0.7
COc1ccc2nc(C)cc(SCC(=O)N/N=C/c3ccc(O)c(O)c3)c2c1,114.6,3.9,2.1,13.4,3.3,-4.7,-13.1,1.7,3.9
CN(C)c1ccc(NC(=O)CC(NCc2ccccn2)C(=O)O)cc1 (stereo not drawn),85.8,3.2,-1.3,-12.2,-0.1,3.2,7.7,-6.6,-0.3
O=C1N(C2CCCC2)C[C@@H]2C[C@@H](c3cn[nH]c3-c3ccc(Cl)cc3)N3CCC[C@@]123,91.4,-7.5,-1.8,-20.1,9.8,0.1,5.3,11.4,5.0
CN1c2ccccc2C(C)(C)[C@]12C=Cc1cc(O)ccc1O2,102.9,-6.3,3.9,-0.2,0.3,13.7,2.9,-0.2,-1.4
O=C1C(Cl)=C(N2CCOCC2)C(=O)N1c1ccccc1F,114.6,-2.6,1.7,-9.2,29.9*,-5.7,20.2,-7.8,-5.0
c1ccc(NCc2nc(-c3ccccc3)no2)cc1,94.8,4.5,1.8,11.3,-3.2,-3.1,-16.3,0.8,-0.6
COc1ccc2nc(Nc3nc(C)c(C(C)=O)s3)sc2c1,97.4,12.8,4.8,-12.5,-2.8,9.0,7.1,-7.0,3.3
CCCn1c(=NC(=O)c2c(-c3c(F)cccc3Cl)noc2C)c(C(=O)OCC)cc2c(=O)n3ccccc3nc21,109.7,2.9,3.1,-22.3,-5.4,1.1,-19.4,-8.9,-0.2
COc1cc2c(cc1NS(=O)(=O)N1CCCC1)oc1ccccc12,98.6,-3.1,4.4,-3.7,-4.9,1.4,-4.2,0.4,1.9
COc1ccc(CC(=O)NC(C)C2COc3ccccc3O2)cc1OC (stereo not drawn),107.8,5.0,-0.2,0.0,-1.1,1.4,3.0,1.5,-4.3
O=C(c1ccc(N2CCCC2=O)cc1)N1CCOCC1,101.6,-1.5,2.2,3.4,3.1,65.4*,12.7,3.2,-0.9
CC(=O)Nc1ccc(/C=C/c2nc(-c3ccccc3O)n[nH]2)cc1,73.7,44.5*,0.7,1.0,7.1,0.7,-0.8,-3.8,-1.4
Cn1c(Cn2c(=O)sc3ccccc32)nnc1SCC(=O)N1CCOCC1,86.6,-10.1,0.9,-7.1,1.7,-4.6,1.2,-4.0,-5.7
C=CCNC(=S)Nc1ccc(OC(F)F)c(Cl)c1,97.7,7.9,0.6,8.0,1.6,-0.6,9.7,-3.6,-0.1
NC(=S)N=Nc1c(O)[nH]c2ccc(F)cc12,88.9,-8.2,1.8,-2.2,4.4,1.7,-4.6,-15.6,-3.0
COc1ccc(C2=C/C(=C\c3cccc(OC(C)=O)c3)C(=O)O2)cc1,89.9,10.2,2.2,-15.0,-24.1,35.5*,6.9,4.7,-8.2
O=[N+]([O-])c1ccc(CN2CCOCCOCCOCC2)cc1,97.8,12.5,3.2,-6.1,-2.0,-1.6,-7.8,-4.4,-0.9
Cc1ccc(C(=O)COC(=O)c2cnccn2)cc1C,82.9,5.8,0.5,-7.5,-20.1,0.9,-4.4,-1.4,0.1
Cc1ccc(C(O)(C(=O)NN(C(=O)c2ccccc2)c2ccccc2)c2ccc(C)cc2)cc1,95.8,12.0,-0.8,-1.4,0.3,-0.9,-10.3,2.9,3.5
Cc1ccc2[nH]c(C)c(CCNC(=O)NC3CCCCC3)c2c1,90.1,10.7,-0.6,4.8,-5.1,0.0,-6.3,-2.3,-2.9
CCNC(=O)COC(=O)c1[nH]c(C)c(C(=O)OC)c1C,95.1,6.3,0.9,0.7,-0.2,1.8,-5.5,3.7,-3.7
Cc1nc(SCc2ccccc2C)n[nH]1,91.6,7.4,-0.5,-9.7,-1.6,-1.8,-2.7,-3.5,-1.5
COCc1c(CCl)cnc(C)c1O,96.0,-9.3,-0.7,-9.9,3.0,-0.7,10.4,-1.9,1.5
CCCOc1cccc(-c2nn(-c3ccccc3)cc2/C=C(\C#N)C(=O)NCCCn2ccnc2)c1,111.4,-0.5,4.0,-3.5,0.2,11.4,-1.4,10.8,13.7
CC(=O)Nc1ccc(Nc2cc(C)nc3c(-c4ccccc4)cnn23)cc1,95.1,-1.8,4.1,0.9,4.2,0.1,-11.1,-1.8,-0.6
CNc1oc(-c2ccco2)nc1C#N,106.6,5.2,-1.6,14.4,3.6,-0.8,14.6,-2.6,-3.0
Cc1ccccc1NC(=S)NC(=O)COc1ccccc1C,88.8,-5.2,4.3,-1.3,1.1,-0.3,122.6,7.9,0.7
Cc1ccc(-n2ncc3c2CCCC3NC(=O)c2csnn2)cc1C (stereo not drawn),117.4,-1.5,4.6,-13.7,2.7,-1.3,-2.5,0.8,-0.2
